Bioassay records from PubChem BioAssay.
HTT ATP protect = protects HTT-Q103 PC12 cells, measured by ATP; Potency, µM (doses to about 56.4 µM), inactives show cytoprotection (ATP increase), most hits filed as activators; 0.14% of 230,000 active; PC12 HTT-Q103 induced, cytoprotection, ATP luminescence, 40 h;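 also: % of control where 0% means no effect; nearly all actives have a fitted effect of over 45% in size; toxic huntingtin expression switched on by the ecdysone agonist tebufenozide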
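Readout: ATPlite luminescence (ATP level). Model: stable PC12, inducible Htt exon1 Q103-GFP. Inducer: tebufenozide, 100 nM final. Compounds: dose series. No G418 in medium.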
Tau fluor counter = counter-screen for tau fibril formation inhibitors; tau K18 P301L Alexa594 fluorescence, heparin fibrillization; Potency, µM (highest dose often 57.7 µM), inactives show at the top dose activity change, negative = decrease; 0.93% of 280,000 active; AID 1463; also: % is scaled to controls: 0 for no effect and ±100 for the full control effect; nearly all actives have a fitted effect of over 55% in size
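Human K18 P301L tau (15 uM unlabeled plus 0.24 uM Alexa 594-labeled, final) in 100 mM sodium acetate pH 7 was mixed with compound and 20 uM heparin and incubated 6 hr at 37 C.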
Tau fibril FP = blocks human tau fibril formation measured by polarization; K18 P301L tau heparin fibrillization, Alexa594 FP, 6 h; Potency, µM (doses to about 57.7 µM), for the others: at the highest dose activity, negative = inhibition, hits mostly inhibitors; 0.39% of 280,000 active; P10636; also: % is scaled to controls: 0 for no effect and ±100 for the full control effect; nearly all actives have a fitted effect of over 55% in size
Target sequence (P10636 561-689 P618L limits assumed): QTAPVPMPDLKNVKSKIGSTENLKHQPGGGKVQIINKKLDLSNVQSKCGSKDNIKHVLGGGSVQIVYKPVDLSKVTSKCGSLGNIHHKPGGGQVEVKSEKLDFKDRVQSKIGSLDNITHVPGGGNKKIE
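Quantitative HTS format: compounds meet 15 uM recombinant K18 P301L tau and Alexa 594-tau tracer in 100 mM sodium acetate pH 7; 20 uM heparin triggers fibrillization at 37 C over 6 hr; FP gives the signal.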
Tau ThT inhib = tau fibrillization inhibition (ThT binding); P10636; recombinant tau K18 P301L (four-repeat tau fragment), heparin-induced fibrillization, ThT fluorescence; Potency, µM (titrated, usually from 57.4 µM), without a hit: at the highest dose activity, negative = inhibition, actives largely listed as inhibitors; 2.1% of 270,000 active; also: % is scaled to controls: 0 for no effect and ±100 for the full control effect; nearly all actives have a fitted effect of over 55% in size
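Heparin-induced (20 uM) aggregation of recombinant human K18 P301L tau, 15 uM unlabeled with 0.24 uM labeled, pH 7 acetate buffer, 6 hr at 37 C with compound. Fibrils quantified by 30 uM ThT fluorescence after 1 hr ambient incubation.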
L3MBTL1 block = L3MBTL1 (human) inhibition; Q9Y468; AlphaScreen L3MBTL1–H3K9me1 peptide binding; Potency, µM (series often up to 57.1 µM), for inactives: top-dose activity, negative = inhibition, usual class: inhibitors; 0.66% of 230,000 active; AID 485360; also: % is scaled to controls: 0 for no effect and ±100 for the full control effect; nearly all actives have a fitted effect of over 60% in size
Target sequence (Q9Y468 whole entry, looked up): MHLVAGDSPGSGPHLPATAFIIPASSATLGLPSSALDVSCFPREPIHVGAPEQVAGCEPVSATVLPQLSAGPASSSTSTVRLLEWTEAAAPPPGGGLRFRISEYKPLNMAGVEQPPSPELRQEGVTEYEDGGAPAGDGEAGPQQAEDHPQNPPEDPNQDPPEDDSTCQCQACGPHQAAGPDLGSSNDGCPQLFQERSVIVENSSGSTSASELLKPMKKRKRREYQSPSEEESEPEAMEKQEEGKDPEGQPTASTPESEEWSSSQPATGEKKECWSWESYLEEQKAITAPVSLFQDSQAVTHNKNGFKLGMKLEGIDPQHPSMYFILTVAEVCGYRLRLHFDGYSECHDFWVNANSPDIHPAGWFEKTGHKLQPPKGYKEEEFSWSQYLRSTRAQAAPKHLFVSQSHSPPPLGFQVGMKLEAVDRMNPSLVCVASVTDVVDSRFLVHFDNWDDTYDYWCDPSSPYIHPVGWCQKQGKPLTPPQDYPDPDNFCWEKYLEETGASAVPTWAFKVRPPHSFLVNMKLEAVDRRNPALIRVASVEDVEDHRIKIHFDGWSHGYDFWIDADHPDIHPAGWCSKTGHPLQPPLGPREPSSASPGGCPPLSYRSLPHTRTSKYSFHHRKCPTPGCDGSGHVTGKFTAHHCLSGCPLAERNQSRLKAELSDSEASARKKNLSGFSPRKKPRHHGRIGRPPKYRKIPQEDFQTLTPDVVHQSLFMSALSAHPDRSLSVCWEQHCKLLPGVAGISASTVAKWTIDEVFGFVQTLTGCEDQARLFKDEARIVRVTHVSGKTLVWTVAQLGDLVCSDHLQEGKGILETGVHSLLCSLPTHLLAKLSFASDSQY
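AlphaScreen proximity signal between nickel-chelate acceptor and streptavidin donor beads (final 10 ug/mL) reports binding of 50 nM L3MBTL1 to 75 nM biotin-H3 K9me1 peptide; complex incubated with compounds 30 min at room temperature; cefsulodin titration as control.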
TR SRC2 fluor cs = counter-screen for TRb-SRC2 inhibitors: fluorescence interference. Potency, µM (series often up to 106 µM), inactives show at the highest dose fluorescence change, negative = quenching. TRb/SRC2 Texas Red total fluorescence interference. 0.29% of 280,000 active. AID 1479; active = well fitted curve in either direction with a large enough effect; inconclusive = small, poorly fitted or top-dose-only effect; also: % is scaled to controls: 0 for no effect and ±100 for the full control effect
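Flags fluorescent or light-absorbing compounds by total fluorescence, S + 2P, at 555 nm excitation and 632 nm emission. Mixture: 20 nM Texas Red SRC2 peptide, 0.6 uM human TRb LBD, 1 uM T3, 5% DMSO; compound exposure 5 h at ambient temperature.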
RECQ1 helicase = RECQ1 (human) helicase inhibition; Potency, µM (top dose mostly 57.3 µM), for the others: at the highest dose activity, negative = inhibition, hits mostly inhibitors; AID 2549; 0.54% of 240,000 active; RECQ1 DNA unwinding, red fluorescence kinetic read; P46063;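 also: plate controls were vehicle for no effect and no enzyme for full effect; nearly all actives have a fitted effect of over 30% in size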
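RECQ1T1 50 nM; forked duplex (20 bp + 30-nt ss tails) 200 nM, ATP 2 mM final; pH 8.0, 2 mM MgCl2, 2.5 ug/ml poly(dI-dC); 15 min compound preincubation; discontinuous kinetic read over 2 h at RT.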
TRb-SRC2 inh = disrupts binding of human TR beta to SRC2; 0.065% of 280,000 active; TRbeta-SRC2 peptide binding, fluorescence polarization; receptor liganded with 1 µM T3; Potency, µM (top dose mostly 106 µM), inactives show at the highest dose activity change, negative = inhibition, hits mostly inhibitors;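 also: plate controls were bound peptide for no effect and peptide without receptor for full effect; nearly all actives have a fitted effect of over 50% in size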
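Polarization signal, normalized between peptide-alone and full complex controls, measured compound effects on T3-liganded human TRb LBD (0.6 uM) binding 20 nM Texas Red SRC2 peptide after 5 hr.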
* hit, by the source's call; [ ] = another dose, or the depositor's remark. Unless noted, calls follow the shape of the dose curve; as a rule, active = well fitted curve in the direction sought with a large enough effect; inconclusive = small, poorly fitted or top-dose-only effect, or another doubt; inactive = no such curve, though single readings can be large; an effect the other way counts as inactive or inconclusive. Potency is read from the fitted curve at half-maximal effect.

What do the screens show for `O=S(=O)(NCc1ccccn1)c1cc(C(F)(F)F)ccc1Cl`?
HTT ATP protect: -11%; Tau fluor counter: -12%; Tau fibril FP: -4%; Tau ThT inhib: -6%; L3MBTL1 block: -23%; TR SRC2 fluor cs: 7%; RECQ1 helicase: -10%; TRb-SRC2 inh: 7%

What do the screens show for `Cc1ccc(NC(=O)CCn2nc(-c3ccccc3)c3ccccc3c2=O)c(C)c1`?
Tau fluor counter: -2%; Tau fibril FP: 10%; Tau ThT inhib: -16%; TR SRC2 fluor cs: inconclusive; TRb-SRC2 inh: -3%

What do the screens show for `CC1(C)CC(=O)c2c(nc(SCC(=O)Nc3nsc(-c4ccccc4)n3)c(C#N)c2-c2ccccc2)C1`?
HTT ATP protect: -10%; Tau fluor counter: 2%; Tau fibril FP: 3%; Tau ThT inhib: 13%; L3MBTL1 block: -6%; TR SRC2 fluor cs: 1%; RECQ1 helicase: -2%; TRb-SRC2 inh: 4%

How did CCOC(=O)c1cc(-c2ccccc2)sc1NC(=O)C(C)Sc1nnnn1C (stereo unspecified) do in these assays?
HTT ATP protect: -8%; Tau fluor counter: inconclusive; Tau fibril FP: -15%; Tau ThT inhib: -14%; L3MBTL1 block: -3%; TR SRC2 fluor cs: -5%; RECQ1 helicase: -12%; TRb-SRC2 inh: 2%

How did CCOC(=O)CSc1nc(C(C)C)nc2ccccc12 do in these assays?
HTT ATP protect: 0%[10 µM]; Tau fluor counter: -16%; Tau fibril FP: -14%; Tau ThT inhib: -25%; L3MBTL1 block: 10%; TR SRC2 fluor cs: -2%; RECQ1 helicase: 2%; TRb-SRC2 inh: -4%

Results for ON1C2CCCCC2N(O)C1c1c(F)c(F)c(F)c(F)c1F (stereo unspecified) ?
HTT ATP protect: -13%[10 µM]; Tau fluor counter: 2%; Tau fibril FP: 7%; Tau ThT inhib: -7%; L3MBTL1 block: 6%; TR SRC2 fluor cs: -2%; RECQ1 helicase: -1%; TRb-SRC2 inh: -6%

Results for Cc1cc(C)n(CC(=O)Nc2cc(F)ccc2F)c(=O)c1C#N ?
Tau fluor counter: 5%; Tau fibril FP: 11%; Tau ThT inhib: -2%; TR SRC2 fluor cs: -2%; TRb-SRC2 inh: 7%

How did CCCC[N+](CC#Cc1ccccc1)(CCCC)CCCS(=O)(=O)[O-] do in these assays?
HTT ATP protect: 3%; Tau fluor counter: -14%; Tau fibril FP: -2%; Tau ThT inhib: -6%; TR SRC2 fluor cs: -1%; RECQ1 helicase: -5%; TRb-SRC2 inh: -1%

How did C[N+]1(C)CCC[C@@H](OC(=O)C(O)(c2ccccc2)c2ccccc2)C1 do in these assays?
HTT ATP protect: -1%[40.3 µM]; TR SRC2 fluor cs: -1%[53 µM]; RECQ1 helicase: -4%[25.9 µM]; TRb-SRC2 inh: -7%[53 µM]

Results for COc1ccc(OCC(=O)NCCc2ccc(S(N)(=O)=O)cc2)cc1 ?
HTT ATP protect: 4%; Tau fluor counter: 0%; Tau fibril FP: 2%; Tau ThT inhib: -7%; TR SRC2 fluor cs: -4%; RECQ1 helicase: -17%; TRb-SRC2 inh: -13%

Reprinted from the part before: two compounds, followed by the next part.
How did C[N+]1(C)CCC[C@@H](OC(=O)C(O)(c2ccccc2)c2ccccc2)C1 do in these assays?
HTT ATP protect: -1%[40.3 µM]; TR SRC2 fluor cs: -1%[53 µM]; RECQ1 helicase: -4%[25.9 µM]; TRb-SRC2 inh: -7%[53 µM]

Results for COc1ccc(OCC(=O)NCCc2ccc(S(N)(=O)=O)cc2)cc1 ?
HTT ATP protect: 4%; Tau fluor counter: 0%; Tau fibril FP: 2%; Tau ThT inhib: -7%; TR SRC2 fluor cs: -4%; RECQ1 helicase: -17%; TRb-SRC2 inh: -13%

How did Nc1c(-c2ccccc2)n[nH]c1-c1ccccc1 do in these assays?
HTT ATP protect: -41%[inhibitor]; Tau fluor counter: -6%; Tau fibril FP: -6%; Tau ThT inhib: -16%; TR SRC2 fluor cs: -2%; RECQ1 helicase: -3%; TRb-SRC2 inh: -2%

How did CCOc1ccc2nc(C)cc(C(=O)O)c2c1 do in these assays?
HTT ATP protect: 19%; Tau fluor counter: 5%; Tau fibril FP: -1%; Tau ThT inhib: 6%; L3MBTL1 block: 5%; TR SRC2 fluor cs: 1%; RECQ1 helicase: inactive; TRb-SRC2 inh: -2%

How did O=C(Nc1cc(C(F)(F)F)ccc1N1CCOCC1)c1c(F)c(F)c(F)c(F)c1F do in these assays?
HTT ATP protect: -14%; Tau fluor counter: 1%; Tau fibril FP: -5%; Tau ThT inhib: -5%; L3MBTL1 block: inconclusive; TR SRC2 fluor cs: 1%; RECQ1 helicase: inactive; TRb-SRC2 inh: 3%

What do the screens show for `Cc1cccc(CNc2ncncc2-c2ccccc2C(F)(F)F)c1`?
HTT ATP protect: 0%; Tau fluor counter: -15%; Tau fibril FP: -7%; Tau ThT inhib: -6%; TR SRC2 fluor cs: -1%; RECQ1 helicase: 5%; TRb-SRC2 inh: 4%

What do the screens show for `O=C(c1ccccc1F)N(Cc1ccccc1)C1CCS(=O)(=O)C1` (stereo unspecified)?
HTT ATP protect: -3%[0.074 µM]; Tau fluor counter: -14%; Tau fibril FP: -3%; Tau ThT inhib: -11%; L3MBTL1 block: 2%; TR SRC2 fluor cs: -2%; RECQ1 helicase: 6%; TRb-SRC2 inh: -17%

What do the screens show for `COc1ccc(N2C(=O)C(Cl)=C(Nc3ccccc3OC)C2=O)cc1`?
Tau fluor counter: inconclusive; Tau fibril FP: inconclusive; Tau ThT inhib: inconclusive; L3MBTL1 block: -21%; TR SRC2 fluor cs: -7%; RECQ1 helicase: -3%; TRb-SRC2 inh: -9%

What do the screens show for `Cc1sc2nc(C(C)C)nc(SCC(=O)NCc3ccco3)c2c1C`?
HTT ATP protect: 3%[10 µM]; Tau fluor counter: -6%; Tau fibril FP: -7%; Tau ThT inhib: inconclusive; L3MBTL1 block: inconclusive; TR SRC2 fluor cs: -1%; RECQ1 helicase: -9%; TRb-SRC2 inh: 10%

How did Cc1ccc(C(=O)N2CCN(c3ncnc4c(C)csc34)CC2)cc1 do in these assays?
HTT ATP protect: 27%[10 µM]; Tau fluor counter: -13%; Tau fibril FP: -15%; Tau ThT inhib: -12%; L3MBTL1 block: 6%; TR SRC2 fluor cs: -4%; RECQ1 helicase: 3%; TRb-SRC2 inh: -2%

Results for Cc1c(Nc2nc3ccccc3nc2NS(=O)(=O)c2cccc(Cl)c2)c(=O)n(-c2ccccc2)n1C ?
Tau fluor counter: 0%; Tau fibril FP: -3%; Tau ThT inhib: -7%; L3MBTL1 block: 2%; TR SRC2 fluor cs: 0%; RECQ1 helicase: 3%; TRb-SRC2 inh: -2%

How did O=C(NCc1ccco1)c1cc(-c2ccccn2)nc2ccccc12 do in these assays?
HTT ATP protect: -16%; Tau fluor counter: -1%; Tau fibril FP: 5%; Tau ThT inhib: -2%; L3MBTL1 block: -2%; TR SRC2 fluor cs: 0%; RECQ1 helicase: -14%; TRb-SRC2 inh: 0%

What do the screens show for `CCOc1ccccc1N(C(=O)c1snc(C(N)=O)c1N)C(C(=O)NCCC(C)C)c1ccco1` (stereo unspecified)?
HTT ATP protect: -22%; Tau fluor counter: -1%; Tau fibril FP: 3%; Tau ThT inhib: -11%; L3MBTL1 block: -7%; TR SRC2 fluor cs: -2%; RECQ1 helicase: -4%; TRb-SRC2 inh: -16%

Results for Cc1sc2ncn3ncnc3c2c1C ?
HTT ATP protect: 27%[10 µM]; Tau fluor counter: 4%; Tau fibril FP: 2%; Tau ThT inhib: 13%; L3MBTL1 block: 29%; TR SRC2 fluor cs: -4%; RECQ1 helicase: 1%; TRb-SRC2 inh: 6%

How did CCCn1c(-c2ccc[nH]c2=O)nc2ccccc21 do in these assays?
HTT ATP protect: -15%; Tau fluor counter: -1%; Tau fibril FP: -1%; Tau ThT inhib: -2%; L3MBTL1 block: 5%; TR SRC2 fluor cs: 1%; RECQ1 helicase: -3%; TRb-SRC2 inh: -6%

What do the screens show for `C/C(=N\NC(=O)Cc1cccn1C)c1cccs1`?
HTT ATP protect: 10%[10 µM]; Tau fluor counter: 5%; Tau fibril FP: 7%; Tau ThT inhib: -12%; L3MBTL1 block: -12%; TR SRC2 fluor cs: 1%; RECQ1 helicase: -8%; TRb-SRC2 inh: -2%

What do the screens show for `COc1ccc(N2CCN(C(=O)c3ccccc3Br)CC2)c([N+](=O)[O-])c1`?
Tau fluor counter: -15%; Tau fibril FP: 6%; Tau ThT inhib: inconclusive; L3MBTL1 block: -16%; TR SRC2 fluor cs: 4%; RECQ1 helicase: inactive; TRb-SRC2 inh: 0%

What do the screens show for `CCCSc1nc2c(c(=O)[nH]c(=O)n2C)n1C`?
HTT ATP protect: -14%[0.04 µM]; Tau fluor counter: 5%; Tau fibril FP: 1%; Tau ThT inhib: 3%; L3MBTL1 block: -2%; TR SRC2 fluor cs: -2%; RECQ1 helicase: -14%; TRb-SRC2 inh: 0%

How did CC(C)Cn1c(N)c(C(=O)COC(=O)c2ccncc2)c(=O)n(C)c1=O do in these assays?
HTT ATP protect: 11%; Tau fluor counter: 0%; Tau fibril FP: 9%; Tau ThT inhib: -6%; L3MBTL1 block: 2%; TR SRC2 fluor cs: 1%; RECQ1 helicase: -4%; TRb-SRC2 inh: -15%

How did COC(=O)c1nn(-c2ccccc2)c(Sc2ccc(Cl)cc2)c1/C=N/O do in these assays?
HTT ATP protect: -3%; Tau fluor counter: -20%; Tau fibril FP: -8%; Tau ThT inhib: -7%; L3MBTL1 block: -3%; TR SRC2 fluor cs: 0%; RECQ1 helicase: -5%; TRb-SRC2 inh: -1%

What do the screens show for `CCN(CC)CCCNC(=O)Cn1ncn2cccc2c1=O`?
HTT ATP protect: 8%; Tau fluor counter: -6%; Tau fibril FP: 8%; Tau ThT inhib: -6%; TR SRC2 fluor cs: -4%; RECQ1 helicase: inactive; TRb-SRC2 inh: -1%

What do the screens show for `CCc1c(C)sc(NC(=O)c2cc(-c3cccc(Cl)c3)on2)c1C#N`?
Tau fluor counter: -3%; Tau fibril FP: inconclusive; Tau ThT inhib: inconclusive; TR SRC2 fluor cs: -22%; TRb-SRC2 inh: 6%

Only part of the results is shown; the hit share may differ from the screen's.
